# ssDAF12 agonist = activators of S. stercoralis DAF-12 nuclear receptor; HEK293 ssDAF-12/GRIP1 lit1-tk-luc reporter, luminescence; % of 3 µM dafachronic acid response; activation, % at 6.8 µM; 370,000 tested, 1% active;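 active = activation above the mean over all tested compounds plus 3 SD, cut at about 0.9% in these data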;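 also: 0% = DMSO-only wells and 100% = 3 µM delta7-dafachronic acid wells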
# ADAM17 inh = inhibits human ADAM17; recombinant ADAM17, EDANS/DABCYL FRET peptide cleavage; inhibition, % at 6.95 µM; P78536; AID 720648; 370,000 tested, 0.83% active;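 active = inhibition above the mean of compounds lying between control limits plus 3 SD, set per campaign, cut at about 8.5% in these data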;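 also: 0% = DMSO-only wells as the low control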
# FXN GAA850 act = frataxin GAA850 promoter activation; HEK293 lucGAA850 FXN promoter luciferase reporter, 24 h; percent of 10 µM SAHA response; activation, % at 6 µM; 360,000 tested, 0.56% active; AID 540364;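 active = activation above the average of all compounds screened plus 3 SD, cutoff fixed separately per campaign, cut at about 7.5% in these data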;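 also: 0% = DMSO wells and 100% = 10 µM SAHA wells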
# DAX1 inh-1 = inhibitors of human orphan nuclear receptor DAX1 (NR0B1); AID 504766; HEK293 Gal4-DAX1 luciferase reporter, luminescence; inhibition, % at 6.75 µM; 340,000 tested, 0.99% active; P51843;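 active = inhibition above the mean over all tested compounds plus 3 SD, cut at about 4.2% in these data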;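 also: 0% = DAX1-transfected cells with DMSO and 100% = empty-vector control cells with DMSO; inhibition shows as a rise in luminescence from relieved DAX1 repression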
# PLCb3 inh = blocks human PLC-beta3 enzyme activity | inhibition, % at 12.2 µM | Purified PLC-beta3, fluorogenic substrate, fluorescence | AID 720704 | Q01970 | 370,000 tested, 0.18% active; in the data active = inhibition above about 11%;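 also: 0% = median of compound wells on plate and 100% = full blocker control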
# HGIII-sPLA2 inh = Inhibits HGIII-sPLA2 liposome hydrolysis, primary screen; Q9NZ20; QFRET BODIPY PC-A2 liposome hydrolysis, fluorescence; inhibition, % at 12.2 µM; 370,000 tested, 0.56% active;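 active = inhibition above mean plus 3 SD of compounds lying within the high and low control bounds, cut at about 19% in these data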;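 also: 0% = median of test compound wells and 100% = no enzyme DMSO wells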
# hcDAF-12 act = H. contortus DAF-12 activation, primary screen; AID 652067; activation, % at 6.8 µM; 370,000 tested, 1.4% active; HEK293 hcDAF-12 lit1-tk-luc reporter, luminescence; 0% DMSO, 100% Δ7-dafachronic acid;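 active = activation above the mean of all tested compounds plus 3 SD, cut at about 5.5% in these data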;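 also: 100% = response to 3 µM Δ7-dafachronic acid high control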
# DAX1 inh-2 = blocks DAX1 repression of SF-1 activated StAR promoter; HEK293T StAR-luciferase reporter, SF-1/DAX-1 repression relief; inhibition, % at 6.8 µM; 370,000 tested, 1.1% active; AID 652010;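 active = inhibition above the mean over all tested compounds plus 3 SD, cut at about 3.6% in these data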;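 also: 0% = DAX-1 cells with DMSO and 100% = cells lacking DAX-1 with DMSO; higher inhibition means more luminescence from relief of DAX-1 repression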
# PLCg1 inh = PLC-gamma1 (human) inhibition, primary screen; P19174; purified PLC-gamma1, fluorogenic substrate, fluorescence; inhibition, % at 12.2 µM; 370,000 tested, 0.84% active; AID 720700; in the data active = inhibition above about 9.5%
# ADAM10 inh = ADAM10 inhibition, QFRET primary screen; O14672; inhibition, % at 7 µM; 370,000 tested, 0.62% active; recombinant ADAM10, EDANS/DABCYL FRET peptide cleavage, 3 h;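 active = inhibition above a per-campaign cutoff equal to the mean of compounds falling between control-based bounds plus 3 SD, cut at about 20% in these data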;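 also: 0% = DMSO wells while the 100% control is not disclosed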
# hgDAF-12 ag = activates the H. glycines DAF-12 receptor ligand-binding domain | HEK293 GAL4-hgDAF12 UAS-luciferase reporter, agonist luminescence; normalized to butyrate control | activation, % at 6.8 µM | 370,000 tested, 1.8% active;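 active = activation above a cutoff set at the mean of all screened compounds plus 3 SD, cut at about 10% in these data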;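 also: 0% = DMSO wells and 100% = sodium butyrate wells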
# * marks the source's active call; other numbers are inactive results; i = inactive; · = no result given.
structure	ssDAF12 agonist	ADAM17 inh	FXN GAA850 act	DAX1 inh-1	PLCb3 inh	HGIII-sPLA2 inh	hcDAF-12 act	DAX1 inh-2	PLCg1 inh	ADAM10 inh	hgDAF-12 ag
CCCn1c(N)c(N(CCOC)C(=O)c2cccc(F)c2)c(=O)[nH]c1=O	-0.7	0	-2.1	0.2	-2	4	-0.9	0.0	2	8	-1.3
O=C(NCCOC(=O)c1c(F)cccc1Cl)c1c(F)cccc1Cl	-1.3	-1	1.7	0.3	0	0	-0.8	-0.1	2	13	1.4
Cc1cc(/C=N/N2CCN(C)CC2)c(C)n1-c1ccccc1F	-1.2	-6	4.1	-0.7	-3	4	-1.8	0.1	-4	-10	-0.3
Cc1cc(C)c2nc(N(CCN(C)C)C(=O)c3ccc(S(=O)(=O)N(C)CC4CCCO4)cc3)sc2c1 (centres undefined)	-1.1	-3	-1.5	0.0	-3	-1	-1.7	-0.5	1	-1	0.8
Cc1cc(S(=O)(=O)N2CCCCC2CCNC(=O)C(=O)NC2CC2)ccc1F (centres undefined)	-1.4	0	1.1	-0.4	-2	-3	2.1	-1.9	-13	4	-0.9
CN(Cc1ccc(F)cc1)Cc1nc(CCc2ccccc2)no1	-1.0	-4	0.3	-0.9	-9	3	-0.6	-1.2	-2	-7	0.5
CCc1nc2ccc(C(=O)Nc3ccc(OC)c(OC)c3)cn2c1N(C)Cc1ccc(N(C)C)cc1	-1.2	7	-1.3	·	-9	12	-2.4	-0.2	3	4	0.3
CSc1nnc(C)c(=O)n1COC(=O)c1cc(Cl)ccc1[N+](=O)[O-]	-1.2	-3	0.8	2.6	-6	3	-1.8	-0.1	-1	-8	1.8
CCCC(=O)Nc1sc2c(c1C(=O)OCC)CC(C)(C)OC2	-1.2	-4	-0.8	0.1	-7	2	-0.5	0.6	-3	-1	-4.1
N#C/C(=N\Nc1ccccc1[N+](=O)[O-])C(=N)N1CCCCC1	1.0*	0	2.7	7.4*	0	10	7.9*	8.0*	4	-2	14*
O=C(Nc1ccc(Cl)c(S(=O)(=O)N2CCOCC2)c1)C1CCCC1	-0.8	3	0.4	-1.0	-1	1	-1.2	-2.4	3	4	-1.1
NC(=O)CC(c1ccccc1)c1ccco1 (centres undefined)	-1.3	-3	1.9	-1.1	1	9	-1.8	-0.6	-1	5	-1.6
O=C(Cn1c(=O)n(Cc2ccccc2)c(=O)c2cc(Cl)ccc21)NCC1CCCO1 (centres undefined)	-1.5	-6	-1.2	1.7	-7	5	-1.3	-0.4	0	-2	-0.7
C[C@]12Cc3ccccc3C1CC1=N[C@@H](c3ccc(C(F)(F)F)cc3)O[C@@]13C[C@@H]2C(=O)N3Cc1ccncc1 (some centres undefined)	-0.6	-7	·	·	-7	-7	-0.7	-0.2	-10	-27	0.9
O=C(c1cnc2n(c1=O)CCS2)N(c1ccccc1)C1CCCCC1	-0.5	-4	0.2	0.7	3	1	-1.3	0.3	1	9	1.4
COc1cc(CNCCO)ccc1OCCc1ccccc1	-1.2	-5	1.3	0.6	-4	9	-0.1	-0.2	-1	0	2.2
CCC/C(O)=C1\C(=O)CCCC1=NC(C)C(=O)O (centres undefined)	-0.8	10*	2.0	0.7	7	-1	-1.4	0.3	9.8*	6	2.0
COc1ccc2cc(C3CC(c4cccs4)=NN3C(C)=O)c(Cl)nc2c1 (centres undefined)	-1.1	-2	1.9	-0.8	-7	11	-0.9	0.2	-2	-7	-2.2
Cc1cc(C)cc(NC(=O)C2CCCCN2S(=O)(=O)c2ccccc2)c1 (centres undefined)	-1.9	4	1.1	-1.4	8	-5	-1.3	-1.6	4	-4	-1.4
CCS(=O)(=O)c1ccc(-c2cccc(NC(=O)c3ccc(Br)o3)c2)nn1	-0.6	1	-1.3	-2.5	-5	2	1.5	-0.6	-1	-7	3.5
O/N=C\c1ccc2noc(-c3ccc(Cl)cc3)c2c1	-1.8	-5	3.2	1.2	-7	-3	-1.0	0.1	-1	-8	1.8
CCCCn1c(SCC(=O)NNC(=O)c2ccccc2)n[nH]c1=O	-0.8	-4	1.0	1.2	-5	7	-0.8	2.2	-1	-14	2.8
Cc1nc(-c2cccs2)sc1C(=O)NN	-1.7	-11	-1.0	0.2	-47	-6	-0.1	-0.6	-40	-34	1.0
O=S1(=O)CC(N2CC=CC2)CN1Cc1cn(Cc2ccc(Cl)cc2)nn1 (centres undefined)	-0.9	1	·	·	2	1	2.0	2.8	2	0	-3.0
COc1ccc(-c2nc3c(n2O)CCc2c-3no[n+]2[O-])cc1	-0.5	5	2.5	3.3	-8	12	0.3	1.4	-2	-6	6.5
COc1cc(C2C3=C(CC(C)(C)CC3=O)OC(N)=C2[N+](=O)[O-])ccc1O (centres undefined)	-1.1	-1	1.9	-0.3	-2	4	-1.7	-0.8	1	-4	-0.6
Cc1ccc(-c2nnc(Nc3cccc(O)c3)c3ccccc23)cc1S(=O)(=O)NCCO	-1.2	-2	-0.1	-0.1	-35	-29	-2.1	-0.1	-28	-1	-2.1
O=c1[nH]c(NCCO)nc2c1C1(CCCCC1)Cc1ccccc1-2	-1.2	-439	-0.9	0.8	i	-30	-1.1	1.4	i	i	-0.1
COc1ccc(-c2cc(C(=O)N3CCCC(C(F)(F)F)C3)c3ccccc3n2)cc1 (centres undefined)	-1.0	i	0.1	-0.1	i	-2	-1.3	-0.7	i	i	-2.1
C=CCN1[C@H](CO)[C@H](c2ccc(C#CC3(O)CCCC3)cc2)[C@@H]1C#N	-1.5	1	·	·	-8	-4	-3.4	-0.9	-3	-6	0.0
COc1ccccc1C(C)NC(=O)CN(C)CC(=O)Nc1c(C)cccc1C (centres undefined)	-1.4	-1	-0.5	0.8	-2	-2	-0.2	-1.0	-3	-2	0.5
CC(C)C[C@@H]1COc2cc(NC3CC3)ccc2S(=O)(=O)N1	-0.4	-3	·	·	1	17	-0.5	1.2	3	-5	-1.7
N=C1/C(=C/c2cccn2-c2ccc([N+](=O)[O-])cc2)C(=O)N=C2SC=CN12	-1.1	-3	-0.5	1.6	-1	5	0.8	-0.3	-2	-13	3.5
O=C(c1cccc(Br)c1)N1CCC(Oc2cccnc2)CC1	-1.1	0	·	·	3	-1	-3.1	-0.2	4	5	2.5
COc1ccc(-c2noc(CCCC(=O)O)n2)cc1	-3.3	-4	-15	-5.5	0	-1	-6.5	-2.8	0	-3	-15
COc1ccc(NC(=O)C2CCCCN2CC(=O)OCc2ccccc2)cc1OC (centres undefined)	-0.1	-1	-1.0	0.7	4	1	0.5	0.1	3	10	-1.8
CC(=O)Nc1sc2c(c1CN1CCN(C)CC1)CCCC2	-0.9	-4	1.5	0.6	1	-1	1.6	0.0	2	-3	1.1
c1ccc2c(c1)CCc1ccccc1C2=C1CCNCC1	-1.5	2	-0.9	0.9	-3	4	0.4	0.4	2	1	-1.7
COc1ccc2c(CC(=O)NCC3CCC(C(=O)O)CC3)cc(=O)oc2c1 (centres undefined)	-1.3	-242	4.6	-0.6	-82	5	-0.6	0.1	-70	i	1.7
COC(=O)c1cc(Cl)c(NC(=O)/C=C/c2ccc(Cl)cc2)cc1OC	-0.9	-8	1.5	1.2	-5	5	-0.2	-0.2	-4	-4	-1.9
Cc1ccc(Cn2ccnc2SCC(=O)NC2CCCC2)cc1	-1.3	1	0.0	-0.5	-7	-2	-0.8	0.3	1	1	-2.2
C=CCN(Cc1ccc(OC)c(OC)c1)C(=O)c1cc2cc(F)ccc2[nH]1	-0.5	3	13*	-0.4	-7	-20	-0.1	-0.7	-3	3	0.4
Cc1cccc(N2CCN(C(=O)/C=C/c3cccs3)CC2C)c1 (centres undefined)	-0.6	0	-1.0	0.7	-8	-7	3.0	0.0	-3	6	-1.1
CN1C(C(=O)NCc2ccc(OC(F)(F)F)cc2)CC2Cn3c(nc4cc(Cl)c(Cl)cc43)C21 (centres undefined)	-1.1	-1	1.0	0.4	-2	-4	-1.9	-0.1	-1	1	-1.1
O=C(/C=C/c1cccs1)Nc1ccc(N2CCOCC2)c(S(=O)(=O)Nc2ccccc2Cl)c1	-2.7	11*	1.8	-2.8	-45	-16	-4.4	-1.0	-39	20	-1.4
CC(=O)SC(C[N+](=O)[O-])c1cn(C(C)=O)c2ccccc12 (centres undefined)	-0.1	-3	2.3	0.7	-30	-4	3.2	0.1	-20	-3	-0.6
Clc1ncccc1-c1nnn(-c2ccccc2)n1	0.3	0	4.3	0.6	2	-1	6.8*	2.4	-3	0	13*
CCC(=O)Nc1ccc2c(c1)nc1n2CCN(CCOC)C1	-0.9	-137	0.2	-1.4	-316	3	-0.7	0.1	-225	-352	1.0
Cc1ccc(OCC(=O)OCC(=O)NC2CCS(=O)(=O)C2)cc1C (centres undefined)	-0.7	-3	0.9	1.8	-2	15	-0.1	-0.2	3	-15	-1.9
CCc1ccccc1N(CC(=O)NC(C)C)C(=O)CCC(=O)Nc1nccs1	-1.1	0	0.6	0.2	-6	-2	-0.2	-0.4	-3	3	-2.4

# (cont.)
structure	ssDAF12 agonist	ADAM17 inh	FXN GAA850 act	DAX1 inh-1	PLCb3 inh	HGIII-sPLA2 inh	hcDAF-12 act	DAX1 inh-2	PLCg1 inh	ADAM10 inh	hgDAF-12 ag
COc1ccc(C(=O)Oc2cc(C)[nH]c(=O)c2[N+](=O)[O-])c(OC)c1	-1.6	-2	0.6	0.1	2	2	-0.8	1.2	0	-8	-1.9
Cc1cc(C)c(S(=O)(=O)N2CCN(C(=O)C3CCCO3)CC2)c(C)c1 (centres undefined)	-1.6	-1	0.8	0.0	-3	3	-0.1	-1.2	-3	-6	-2.7
CCCOc1cccc(CN2CCCCC2c2cccnc2)c1 (centres undefined)	-2.0	0	1.3	-0.3	1	-2	-2.0	1.6	0	5	-2.1
S=c1[nH]nc(COc2ccccc2)n1/N=C/c1ccc(Cl)cc1Cl	-1.0	0	0.6	1.1	-2	1	-0.9	0.3	1	-5	1.8
Cc1cc(NC(=O)CCCn2nc([N+](=O)[O-])c(Cl)c2C)no1	-1.2	3	1.3	1.9	-1	8	-2.1	0.1	8	-3	-4.9
O=C(O)c1cccc(Oc2cccc(Cl)n2)c1	-1.4	-3	2.7	0.3	-2	0	-0.3	2.9	-2	-4	-3.2
CCN(CC)CCCn1c(=S)[nH]c2cc(Cl)ccc2c1=O	-1.1	-4	-1.2	0.5	-1	4	0.5	0.5	1	-18	-0.2
Cc1ccc(CN(C)C2CCN(C)CC2)cc1	-0.9	3	-0.2	-1.4	-7	2	-0.2	0.0	1	3	-2.9
